Compound activity as filed in PubChem BioAssay.
FXIa mix inh = factor XIa (human) inhibition, mixture screen; P03951; purified FXIa, fluorogenic substrate, pooled mixtures; inhibition, % at 5 µM; hit rate 0.19% among 62,000;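 further: each value is inhibition by a whole ten-compound pool holding the compound; 0% = enzyme with no mixture and 100% = wells lacking enzyme; strong numbers were not always called active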
Cathepsin G inh = blocks human cathepsin G enzyme activity; inhibition, % at 5 µM (by protocol); purified enzyme, AMC-tetrapeptide fluorescence, pooled mixtures; P08311; hit rate 0.2% among 62,000; AID 581;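 active means inhibition above 20% in each of the two mixture wells holding the compound; inactive means inhibition of 20% or less in either well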;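 further: 0% = enzyme control without mixture and 100% = blank lacking enzyme; strong numbers were not always called active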
Target sequence (P08311 21-244 limits assumed): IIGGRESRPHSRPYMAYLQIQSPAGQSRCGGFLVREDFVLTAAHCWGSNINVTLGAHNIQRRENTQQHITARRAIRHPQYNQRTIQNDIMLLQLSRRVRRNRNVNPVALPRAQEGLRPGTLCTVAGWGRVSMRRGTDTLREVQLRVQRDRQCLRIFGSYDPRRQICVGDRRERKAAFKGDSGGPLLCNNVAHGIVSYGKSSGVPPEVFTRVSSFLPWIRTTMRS
FXIIa inh mix = inhibitors of human coagulation factor XIIa, pooled mixtures. AID 684. inhibition, % at 5 µM. purified FXIIa, fluorogenic substrate. hit rate 0.2% among 62,000. P00748;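 further: 0% = enzyme without compound and 100% = no enzyme blank; some results filed as inactive read as strong as hits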
C1s block = blocks human complement C1s protease activity | AID 538 | hit rate 0.16% among 62,000 | purified C1s, fluorogenic AMC substrate, pooled mixtures | mean inhibition % of two 10-compound mixtures (stronger effect = higher value), % at 5 µM (by protocol);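 active means inhibition above 20% in each of the two 10-compound mixture wells holding the compound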;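 further: 0% = enzyme wells lacking compound mixture and 100% = no-enzyme blank wells; some compounds called inactive have numbers as strong as hits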
MKP-1 inh = blocks human MKP-1 phosphatase activity; P28562; recombinant MKP-1, OMFP hydrolysis fluorescence; inhibition, %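 (compounds tested at a single concentration somewhere between 10 and 100 µM)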; hit rate 0.15% among 65,000; AID 374;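 active means inhibition above about 50%, limit read from the data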;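 further: 0% = DMSO max control wells and 100% = wells with enzyme stopped by NaOH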
Hsp90 inh = displaces geldanamycin probe from tumor Hsp90; inhibition, % at 30 µM; NCI-N417 lysate Hsp90, Cy3B-geldanamycin FP displacement; hit rate 0.35% among 64,000;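 active means inhibition above 50%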;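 further: 0% = tracer plus lysate wells and 100% = tracer alone without lysate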
Cdc25B inh = inhibitors of human Cdc25B phosphatase. inhibition, %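 (compounds tested at 10 µM final in the well)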. hit rate 0.1% among 65,000. recombinant Cdc25B, OMFP fluorescence Ex485/Em525. P30305; in the data active means inhibition above about 50%
Target sequence (P30305 whole entry, looked up): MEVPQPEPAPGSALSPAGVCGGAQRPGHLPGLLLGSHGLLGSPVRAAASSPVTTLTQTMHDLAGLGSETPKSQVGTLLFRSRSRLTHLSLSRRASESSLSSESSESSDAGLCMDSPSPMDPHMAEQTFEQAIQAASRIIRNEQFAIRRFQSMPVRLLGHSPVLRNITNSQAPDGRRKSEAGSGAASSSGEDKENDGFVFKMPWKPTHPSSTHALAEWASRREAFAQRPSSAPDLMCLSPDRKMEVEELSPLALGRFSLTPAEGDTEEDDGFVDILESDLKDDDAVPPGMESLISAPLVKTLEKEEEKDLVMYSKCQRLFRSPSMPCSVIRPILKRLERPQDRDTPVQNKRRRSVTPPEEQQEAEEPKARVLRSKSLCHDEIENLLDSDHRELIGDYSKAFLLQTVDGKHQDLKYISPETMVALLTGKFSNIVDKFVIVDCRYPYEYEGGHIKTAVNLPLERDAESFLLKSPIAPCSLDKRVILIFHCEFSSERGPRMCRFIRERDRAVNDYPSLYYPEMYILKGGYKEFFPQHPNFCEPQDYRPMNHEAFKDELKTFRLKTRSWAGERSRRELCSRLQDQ
CatL block = inhibitors of human cathepsin L | P07711 | purified cathepsin L, fluorogenic substrate, fluorescence | inhibition, %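 (tested at 10 µM)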 | hit rate 0.17% among 58,000; in the data active means inhibition above about 45%;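 further: 0% = enzyme with no compound and 100% = no enzyme blank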
Target sequence (P07711 114-288 limits assumed): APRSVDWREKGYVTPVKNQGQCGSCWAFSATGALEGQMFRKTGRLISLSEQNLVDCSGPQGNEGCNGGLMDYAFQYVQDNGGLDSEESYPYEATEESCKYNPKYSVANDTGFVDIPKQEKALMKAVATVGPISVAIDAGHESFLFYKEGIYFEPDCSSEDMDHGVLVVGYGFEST
Target sequence (P07711 292-333 limits assumed): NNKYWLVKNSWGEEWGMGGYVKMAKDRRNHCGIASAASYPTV
HTR1A agonist = 5-HT1a (human) receptor agonism | hit rate 0.56% among 65,000 | CHO 5-HT1a Ga15 NFAT-bla reporter, FRET ratio; 0% basal, 100% maximal reference agonist | AID 567 | activation, % at 10 µM;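 active means activation above the screen-wide mean activation plus 3 SD, cut at about 19% in these data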;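 further: 0% = DMSO wells and 100% = 5-CT at EC100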
Active calls of the source: *; · = no result given. Unless noted, no stated cut-off is given here; in the data, active means inhibition above about 20% (passing the limit was not always enough); inactive means the rest. Rows were taken by chance. Share with any hit: about 1.6%.

SMILES	FXIa mix inh	Cathepsin G inh	FXIIa inh mix	C1s block	MKP-1 inh	Hsp90 inh	Cdc25B inh	CatL block	HTR1A agonist
N#CC(C(=O)OC1CCCCC1)c1nc2ccccc2nc1N1CCOCC1 (configuration not stated)	2	-7	11	-15	6	-6	-2	3	-3.2
c1ccc(Cn2c(Nn3cnnc3)nc3ccccc32)cc1	5	2	4	-7	11	-5	2	-1	-0.3
CC(=O)N1CCc2cc(Br)cc(S(=O)(=O)NCCN3CCCCC3C)c21 (configuration not stated)	-1	-5	-3	-1	-12	-3	-6	4	-0.1
Cc1noc(C)c1S(=O)(=O)N1CCCC(C(=O)Nc2cccnc2)C1 (configuration not stated)	10	8	1	2	7	4	10	12	0.3
Cc1cccc(NC(=O)C2CCN(S(=O)(=O)c3cccc4cccnc34)CC2)c1	5	11	-6	15	-2	-2	-5	-2	-0.8
COc1ccc(-c2noc(CN(C(=O)c3ccc(OC(C)=O)cc3)C(C)C)n2)cc1OC	-2	6	-11	2	20	-1	-13	-1	1.0
CC(=O)OCC(=O)[C@H]1CC[C@H]2[C@@H]3CCC4=CC(=O)CC[C@]4(C)[C@H]3CC[C@]12C	13	2	0	6	-17	-4	5	14	-1.3
O=C(Nc1ccccc1C(F)(F)F)c1cc(S(=O)(=O)N2CCOCC2)ccc1F	9	-1	-2	1	6	-3	-10	-3	-1.4
CC(C)(C)c1ccc(-c2nnc3sc(-c4ccncc4)nn23)cc1	·	·	·	·	18	-7	-12	·	1.5
COc1ccc(Cl)cc1N(C)C(=O)CCc1nc(-c2ccc(C)cc2)no1	7	7	0	-1	4	3	-29	22	-3.4
CCSc1nnc(NC(=O)CSc2nnc(Cc3cccn3C)n2-c2ccc(F)cc2)s1	7	8	6	12	2	-4	-6	14	-1.0
CC(C)OCCCNc1nc2c(c(=O)n(Cc3ccccc3F)c(=O)n2C)n1C	1	-1	5	1	-3	-2	1	-7	-2.1
Cc1cc(C(=O)COC(=O)C2=COCCO2)c(C)n1-c1ccc2c(c1)OCO2	5	5	-3	-4	-2	1	-1	14	-1.2
Cc1oc(-c2ccccc2F)nc1CS(=O)CC(=O)NCc1ccc2c(c1)OCO2 (configuration not stated)	3	11	2	13	8	-3	-5	·	-2.8
C=CCN1C(=O)C(C)(C)N(C(C)=O)c2ccccc21	·	·	·	·	6	-4	2	·	-0.9
Cc1nn(-c2cccc(C(=O)O)c2)c(C)c1Oc1ccccc1O	8	-1	-10	-18	-3	-2	1	7	-1.0
CCc1c(C)nc2ncnn2c1N1CCCC(C(=O)NCc2ccco2)C1 (configuration not stated)	0	10	4	3	-6	-3	-8	6	-0.1
Nc1ccccc1NC1=CC(=O)CC(c2ccco2)C1 (configuration not stated)	9	9	2	7	6	-3	-6	-9	4.0
COC(=O)c1ccc(N2C(=O)CC(Sc3n[nH]c(C)n3)C2=O)cc1 (configuration not stated)	1	10	-1	14	8	0	2	·	-1.7
CCOc1ccccc1C1C(C#N)=C(N)Oc2cc(C)n(Cc3ccccn3)c(=O)c21 (configuration not stated)	2	5	6	7	-10	-4	1	20	0.1
COC(=O)c1cc(OC)c(OC)cc1NC(=O)CC1CCCCC1	8	11	-8	12	9	-7	-8	9	3.1
N#Cc1c(-c2cccnc2)c2c([nH]c1=S)CCCC2	-7	-11	-2	-35	0	-2	-16	18	-1.0
O=C1c2cccnc2C(=O)N1c1ccccc1-c1ccccc1	3	6	10	6	-13	-1	-6	-16	1.8
CC(C)CCNC(=O)CN(CC1CCCO1)C(=O)CCC(=O)Nc1nccs1 (configuration not stated)	8	0	9	-5	-2	1	-10	-13	-1.2
CCNc1nc(NCC)n2c(SCC(=O)O)nnc2n1	-5	-12	1	-62	9	0	1	-5	-2.5
CCCOc1ccccc1Cn1c(=O)oc2ccc(C)cc21	6	-2	-2	4	-4	-1	-18	6	-2.1
O=c1[nH]c2cc(Cl)cc(Cl)c2[nH]c1=O	0	-1	-19	-1	-19	3	-9	14	-2.1
O=C(O)CCn1c(SCc2ccccc2)nc2ccccc21	5	6	6	5	-4	0	2	1	-0.3
CCCCCn1c(=O)[nH]c2cc(C(=O)O)ccc2c1=O	-13	-1	-6	-33	10	·	-9	6	2.3
COc1cccc(-c2cc(C(=O)N3CCN(C(c4ccccc4)c4ccccc4)CC3)no2)c1	-33	-24	-2	-121	11	3	-12	5	-1.0
COCC(C)NC(=O)c1cc(-c2ccccc2OC)on1 (configuration not stated)	3	11	12	-8	26	-1	-13	4	-4.8
CCOC(=O)CSC1=C(C#N)C(c2ccc(Cl)cc2)CC(=O)N1 (configuration not stated)	2	8	5	-5	-3	-3	-32	6	-0.6
COc1ccc(OC)c(S(=O)(=O)NCc2cccnc2)c1	0	0	2	-65	1	-1	0	17	-2.1
CCN(CC)S(=O)(=O)c1ccc2c(c1)nc(SCn1nnc3ccccc3c1=O)n2CC	9	11	9	17	9	-3	-8	10	1.2
Cc1ccc(C(=O)Nc2ccc3c(c2)CCC3)o1	4	10	3	2	-9	·	-7	5	-2.7
O=C1C(C=NCCCN2CCOCC2)=C(O)c2ccccc21	10	-26	0	-167	8	-6	-6	6	0.4

A portion from the list above, for reference:
SMILES	FXIa mix inh	Cathepsin G inh	FXIIa inh mix	C1s block	MKP-1 inh	Hsp90 inh	Cdc25B inh	CatL block	HTR1A agonist
CCOc1ccccc1C1C(C#N)=C(N)Oc2cc(C)n(Cc3ccccn3)c(=O)c21 (configuration not stated)	2	5	6	7	-10	-4	1	20	0.1
COC(=O)c1cc(OC)c(OC)cc1NC(=O)CC1CCCCC1	8	11	-8	12	9	-7	-8	9	3.1
N#Cc1c(-c2cccnc2)c2c([nH]c1=S)CCCC2	-7	-11	-2	-35	0	-2	-16	18	-1.0
O=C1c2cccnc2C(=O)N1c1ccccc1-c1ccccc1	3	6	10	6	-13	-1	-6	-16	1.8
CC(C)CCNC(=O)CN(CC1CCCO1)C(=O)CCC(=O)Nc1nccs1 (configuration not stated)	8	0	9	-5	-2	1	-10	-13	-1.2
CCNc1nc(NCC)n2c(SCC(=O)O)nnc2n1	-5	-12	1	-62	9	0	1	-5	-2.5
CCCOc1ccccc1Cn1c(=O)oc2ccc(C)cc21	6	-2	-2	4	-4	-1	-18	6	-2.1
O=c1[nH]c2cc(Cl)cc(Cl)c2[nH]c1=O	0	-1	-19	-1	-19	3	-9	14	-2.1
O=C(O)CCn1c(SCc2ccccc2)nc2ccccc21	5	6	6	5	-4	0	2	1	-0.3
CCCCCn1c(=O)[nH]c2cc(C(=O)O)ccc2c1=O	-13	-1	-6	-33	10	·	-9	6	2.3
COc1cccc(-c2cc(C(=O)N3CCN(C(c4ccccc4)c4ccccc4)CC3)no2)c1	-33	-24	-2	-121	11	3	-12	5	-1.0
COCC(C)NC(=O)c1cc(-c2ccccc2OC)on1 (configuration not stated)	3	11	12	-8	26	-1	-13	4	-4.8
CCOC(=O)CSC1=C(C#N)C(c2ccc(Cl)cc2)CC(=O)N1 (configuration not stated)	2	8	5	-5	-3	-3	-32	6	-0.6
COc1ccc(OC)c(S(=O)(=O)NCc2cccnc2)c1	0	0	2	-65	1	-1	0	17	-2.1
CCN(CC)S(=O)(=O)c1ccc2c(c1)nc(SCn1nnc3ccccc3c1=O)n2CC	9	11	9	17	9	-3	-8	10	1.2

Carrying on:
SMILES	FXIa mix inh	Cathepsin G inh	FXIIa inh mix	C1s block	MKP-1 inh	Hsp90 inh	Cdc25B inh	CatL block	HTR1A agonist
O=C(CSc1nnc(SCc2ccc(Cl)cc2)s1)N1CCN(C(=O)c2ccco2)CC1	0	9	12	-11	19	0	1	2	-4.8
CC1C(O)=C(c2nc3ccccc3[nH]2)C(=N)N1c1ccccc1 (configuration not stated)	-8	-14	2	-12	4	-16	-10	5	-1.9
Cc1cc(C(=O)OCC(=O)N(C)C2CCS(=O)(=O)C2)c(C)n1-c1ccccc1 (configuration not stated)	9	8	9	14	0	-1	0	1	-0.1
COc1ccc(O)c(-c2cn[nH]c2-c2cccs2)c1	3	2	5	-15	7	11	-18	10	-3.2
O=C(Nc1ccc2c(c1)OCCO2)C1CCCN(S(=O)(=O)c2cccnc2)C1 (configuration not stated)	-1	11	-3	9	-4	-1	0	·	-2.2
O=C(CSc1nc(O)c(C2CCCCC2)c(=O)[nH]1)Nc1ccc(Cl)cc1	2	-2	9	-13	10	-1	-8	-5	-0.5
Cn1c(NC(=O)c2cc(-c3ccc4c(c3)OCO4)nc3ccccc23)cc(=O)n(C)c1=O	6	9	4	16	8	1	-9	6	1.4
Cc1cc(C)nc(SCC(=O)N2CCOCC2)n1	5	12	13	12	8	-2	2	6	-1.9
COc1ccc(OC)c(-c2cc(C(=O)Nc3cc(C)n(Cc4ccc(Cl)cc4)n3)no2)c1	5	0	-1	32	3	-1	-16	12	-1.9
Cc1ccc2c(c1)NC(=O)C(CC(=O)NCc1cccnc1)O2 (configuration not stated)	1	13	2	48	-11	-2	-2	·	-1.1
O=C(Cn1c(=O)[nH]c2ccsc2c1=O)NC1CCCCC1	6	0	2	-9	-1	·	-3	·	-1.4
CCCN1CCN(C(=O)c2cccc3c2C(=O)N(CCOC)C3)CC1	-3	-12	0	-58	3	2	-15	2	-1.1
COc1ccc(OC)c(NC(=O)CN2CCC(C(=O)c3ccc(C)cc3)CC2)c1	0	5	-1	-13	10	-6	-21	·	6.2
Cc1ccc(NC(=O)Cn2c(=O)n(CCCCC(=O)NCc3ccco3)c(=O)c3ccccc32)cc1	8	7	14	10	30	-6	-8	2	-0.6
N#Cc1ccccc1NCc1ccccc1	4	-8	3	-5	-4	-4	6	-6	-1.4
O=C(CCCSc1nc2ccccc2s1)NC1=NCCS1	2	11	-2	11	2	-4	-9	-1	-0.3
Cc1ccc(NC(=O)CN2C(=O)COc3ccc(C)cc32)nc1	4	-2	8	-3	-14	4	-3	13	-0.3
O=C(Nc1c(C(=O)NCc2ccco2)cnn1-c1ccccc1)c1cccc(F)c1	3	-1	2	2	7	0	-4	-7	-1.8
CC(C)N(CCO)C(=O)C(c1ccccc1)c1ccccc1	5	12	-11	8	31	-3	3	-3	-0.5
O=C(c1ccc(NS(=O)(=O)c2cccc3cccnc23)cc1)N1CCOCC1	·	·	·	·	2	-5	3	·	1.6
COc1ccc(-n2c(Cc3cccn3C)nnc2SCC(=O)NC2CCCC2)cc1	0	9	10	13	7	-5	-7	·	-1.6
CCOC(=O)c1ccc(NC(=O)C(CC)CC)cc1	6	-26	9	24	2	-3	0	11	-4.0
COC(=O)CN1C(=O)COc2ccc(Cl)cc21	8	35	5	9	11	-2	-5	-6	-4.2
CCOC(=O)Nc1oc2ccccc2c(=O)c1CN1CCOCC1	10	-3	-21	-4	-5	-2	-5	-6	2.3
O=c1[nH]c(SCc2cccc(Cl)c2)nc2c1CCCC2	4	-4	0	-18	5	-1	-1	4	0.4
CN1C(=S)SC(C)(C)C1/[N+]([O-])=C/c1cccnc1 (configuration not stated)	-5	5	2	-40	-13	-2	6	8	-2.0
Cc1cc(NC(=O)c2ccccc2NS(=O)(=O)c2c(C)c(C)cc(C)c2C)no1	-7	5	6	-8	5	·	-3	1	-1.5
CCOC(=O)N1CCN(C(=O)Cc2cccs2)CC1	5	6	9	14	7	-6	-1	-18	-3.5
Cc1ccc(-c2cc(C(=O)NCCCn3ccnc3)c3cc(Br)ccc3n2)o1	6	1	3	-12	34	-29	-5	4	2.6
Brc1ccccc1CN1CCC(N2CCCCC2)CC1	5	-5	0	-6	10	-8	-11	2	-1.0
N#Cc1c(NCCO)nc(NCc2ccccc2)c2c1CCN(Cc1ccccc1)C2	-22	-7	-8	-113	7	-4	-6	-8	0.5
